Screening data (PubChem)
Shn3 inh set2 = reduction of Shn3 3'UTR firefly luciferase signal, primary screen, Schnurri-3 inhibitor project, cell-based, Clone20 osteoblasts, set 2. Clone20 osteoblast Shn3 3'UTR firefly luciferase, 24 h. inhibition, % at 12.5 µM. 360,000 compounds, 0.52% hits. AID 588674, 2011;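 active means mean inhibition of at least 75% with every replicate also reaching 75%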;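 further: 0% = median of neutral control wells and 100% = pilot-screen positive control compound; some compounds past the cut are filed as inactive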
Peg3 prom inh = Peg3 promoter-driven luciferase inhibitors, primary screen, cell-based, HeLa, luciferase luminescence | 360,000 compounds, 1.7% hits | AID 588405, 2011 | HeLa PEG-Prom luciferase reporter, overnight | inhibition, % at 20 µM;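 active means inhibition of at least 50% at 20 µM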
Cardio protect = cardioprotection against H2O2-induced cell death, primary screen, uHTS, H9c2 cells, ATPLite luminescence | H9c2 cardiomyocytes, H2O2 injury protection, 2 h | protection from H2O2 cell death, % at 20 µM | 360,000 compounds, 0.63% hits;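 active means compounds giving at least 50% protection of heart cells from peroxide-induced death in the single-dose screen, raw or plate-pattern-corrected value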;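 further: 0% = DMSO wells with peroxide and 100% = DMSO wells without peroxide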
NR2E3 ag-1 = inhibitors of NR2E3-RetCOR corepressor binding, primary screen, NR2E3 agonist project, biochemical, TR-FRET, GST-NR2E3, biotin-RetCOR. 320,000 compounds, 0.12% hits. inhibition of corepressor binding, % at 4.78 µM. 1536-well. Photoreceptor-specific nuclear receptor (Homo sapiens), Q9Y5X4. AID 2300, 2010;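 active means percent inhibition above the cutoff of mean plus 3 SD of all tested compounds, set per screening campaign, cut at about 20% in these data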;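 further: 0% = DMSO wells and 100% = biotin wells as full block of FRET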
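Format: 1536-well format; test system: GST-NR2E3 and biotin-RetCOR proteins; read-out basis: percent inhibition of TR-FRET ratio; timing: 5 h incubation at 4 °C; detection: time-resolved FRET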
MITF TRPM1 inh = inhibitors of MITF-dependent TRPM1 promoter reporter, primary screen, cell-based, SK-MEL-5, single point, luciferase | SK-MEL-5 TRPM1 promoter luciferase, 24 h | inhibition, % at 12.5 µM | 330,000 compounds, 0.83% hits | AID 488899, 2010;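 active means mean inhibition across replicates of 60% or more, whatever share of single replicates reaches that level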; further: values of inactives mirror those of a sister screen read the other way
HIF-2a inh = HIF-2a reporter inhibitors, primary screen, luminescence, 786-0 RCC cells; 786-0 RCC cells HIF-2a reporter, luciferase luminescence, overnight; inhibition, % at 18.8 µM; 360,000 compounds, 0.72% hits;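 active means inhibition of the luminescence signal of 40% or more relative to plate controls, in a single-dose primary screen at 18.75 µM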
PDI turbidity = inhibitors of human PDI, primary screen, biochemical, turbidity, single point, plate reader. Protein disulfide-isomerase (Homo sapiens), P07237. PDI insulin aggregation turbidity, A650, 90 min. inhibition, % at 10 µM. 350,000 compounds, 0.052% hits. AID 588391, 2011;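 active means mean inhibition across replicates of 30% or more, whatever share of single replicates reach that level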;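 further: absorbance from insulin aggregation driven by PDI reduction with DTT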
Target sequence (P07237 whole entry, looked up): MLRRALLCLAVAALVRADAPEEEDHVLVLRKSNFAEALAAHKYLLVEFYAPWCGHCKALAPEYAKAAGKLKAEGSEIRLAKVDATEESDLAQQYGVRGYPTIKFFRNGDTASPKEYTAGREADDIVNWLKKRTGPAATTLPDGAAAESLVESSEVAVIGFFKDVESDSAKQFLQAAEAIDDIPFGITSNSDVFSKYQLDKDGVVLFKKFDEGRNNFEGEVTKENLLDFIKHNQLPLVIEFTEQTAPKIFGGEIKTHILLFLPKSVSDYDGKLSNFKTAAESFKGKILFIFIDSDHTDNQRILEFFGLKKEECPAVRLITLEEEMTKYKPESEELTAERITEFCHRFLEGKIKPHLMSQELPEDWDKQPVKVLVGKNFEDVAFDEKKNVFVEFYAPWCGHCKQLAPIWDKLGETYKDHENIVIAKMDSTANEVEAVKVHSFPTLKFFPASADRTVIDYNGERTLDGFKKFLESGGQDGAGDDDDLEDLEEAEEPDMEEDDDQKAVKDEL
HTR2A ag = mouse Htr2a agonists via beta-arrestin recruitment, primary screen, cell-based, luminescence; 5-hydroxytryptamine receptor 2A (Mus musculus), P35363; activation, % at 7.6 µM; 360,000 compounds, 0.66% hits; CHO-K1 mHTR2A beta-arrestin complementation; percent of 30 µM serotonin response;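 active means activation above a run cutoff, the mean activation of all tested compounds plus 3 SD, cut at about 14% in these data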;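 further: 0% = plate median of compound wells and 100% = 30 µM serotonin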
Target sequence (P35363 whole entry, looked up): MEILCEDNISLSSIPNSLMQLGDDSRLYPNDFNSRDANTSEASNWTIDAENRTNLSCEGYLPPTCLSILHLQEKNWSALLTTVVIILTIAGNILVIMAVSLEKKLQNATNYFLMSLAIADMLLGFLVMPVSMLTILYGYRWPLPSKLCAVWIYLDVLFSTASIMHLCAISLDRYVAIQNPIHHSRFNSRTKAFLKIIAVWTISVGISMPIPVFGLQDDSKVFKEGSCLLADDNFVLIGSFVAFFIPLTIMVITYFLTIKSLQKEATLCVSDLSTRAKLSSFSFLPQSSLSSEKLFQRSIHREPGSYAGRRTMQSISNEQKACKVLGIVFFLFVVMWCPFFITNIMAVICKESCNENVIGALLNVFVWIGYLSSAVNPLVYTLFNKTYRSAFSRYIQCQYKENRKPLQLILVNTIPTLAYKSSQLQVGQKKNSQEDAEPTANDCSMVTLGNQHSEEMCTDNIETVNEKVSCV
iPSC survival up = enhancers of single-cell hiPSC survival, primary screen, ATPlite luminescence | 360,000 compounds, 0.044% hits | 100% = ROCK inhibitor wells, 0% = DMSO | survival enhancement, % at 20 µM; in the data active means survival enhancement above about 18%;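 further: cells exposed to compounds for 16 hours before the ATP read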
NR2E3 ag-2 = NR2E3 agonists in two-hybrid cells, primary screen, cell-based, luminescence, CHO-S, Gal4-NCOR/VP16-NR2E3. Photoreceptor-specific nuclear receptor (Homo sapiens), Q9Y5X4. luciferase. inhibition of corepressor binding, % at 3.98 µM. 360,000 compounds, 0.35% hits. AID 602229, 2012;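 active means inhibition above the mean of all tested compounds plus 3 SD, cut at about 70% in these data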;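 further: 0% = DMSO with NR2E3 transfected cells and 100% = cells lacking NR2E3 construct; higher means lower luciferase signal from less NR2E3 corepressor binding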
CaV13 FRET inh = Primary screen for inhibitors of IQ motif and Ca2+-dependent inactivation inhibitor domain binding in CACNA1D, Förster resonance energy transfer in living cells, … | HEK cells, CFP/YFP FRET ICDI-IQ, plate reader, 10 min; percent FRET-ratio fall versus neutral wells | inhibition, % at 12.3 µM | 340,000 compounds, 0.098% hits | AID 743397;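 active means mean replicate inhibition of at least 30% and at least 1% of replicates passing that level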;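 further: 0% = median of the neutral control wells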
Active calls of the source: *; · = not tested or not shown.

nr	SMILES	Shn3 inh set2	Peg3 prom inh	Cardio protect	NR2E3 ag-1	MITF TRPM1 inh	HIF-2a inh	PDI turbidity	HTR2A ag	iPSC survival up	NR2E3 ag-2	CaV13 FRET inh
1	O=C(Nc1sc2c(c1C(=O)O)CCC2)C(=O)N1CCOCC1	-2	2	6	0	-12	-3	2	-1	0.8	-10	-7
2	Clc1ccc(-n2cccc2/C=N/n2cnnc2)cc1	0	5	-1	2	3	10	6	-1	4.1	-7	·
3	CCCCc1ccc(NC(=S)N2CCN(c3ccccn3)CC2)cc1	11	19	-9	1	9	-1	-1	12	0.0	14	-10
4	O=C(Nc1c[nH]c(=O)[nH]c1=O)c1cccc(F)c1	11	19	3	5	0	16	-6	-4	-0.5	5	-20
5	N#Cc1ccc(S(=O)(=O)N2CCN(C(=O)c3cn(-c4ccccc4)nc3-c3cccnc3)CC2)cc1	-1	2	8	·	9	4	4	1	-0.1	-16	-3
6	CCOC(=O)c1ccc(Nc2ccc(C(C)=O)cc2)cc1	-40	-295	-3	·	·	-237	·	-1	1.1	-132	-9
7	CC(=O)c1c(N2CCOCC2)nc(=S)n(Cc2ccccc2)c1C	9	4	21	-2	14	13	-5	-2	0.0	-11	-4
8	COc1ccc(C(=O)NC(=S)Nc2ccc3[nH]c(=O)[nH]c3c2)cc1Br	12	3	3	·	·	-1	-6	2	1.4	-4	-7
9	Cc1cc(C)n(C(=O)C(C)n2nc([N+](=O)[O-])c(Br)c2C)n1 (stereo not given)	-4	3	12	-2	11	9	3	-3	1.0	-11	-5
10	CCN1C(=O)C(CC(=O)Nc2ccc(F)cc2)N(CCc2ccc(OC)cc2)C1=S (stereo not given)	10	8	1	2	10	4	-1	0	-1.1	-1	-12
11	O=C(COC(=O)/C=C/c1cccc(Cl)c1)NCCc1ccccc1	5	11	1	0	-12	15	-6	-3	-1.1	10	-2
12	O=C(CSc1nnc(NC(=O)C2CC(=O)N(c3ccccc3)C2)s1)NC1CCCC1 (stereo not given)	8	12	2	0	1	8	14	-6	-0.5	-10	·
13	CCCOc1ccc(OC(=O)Cc2ccc(OC)c(S(=O)(=O)N3CCOCC3)c2)cc1	-24	18	-1	-2	-18	-2	-5	-2	-0.3	10	-15
14	c1ccc(SSc2ccccc2)cc1	-14	3	14	0	4	9	4	1	-1.8	-3	-5
15	COC(=O)Cn1cnc2c(cnn2-c2ccccc2)c1=O	-10	-31	7	2	-3	-25	-2	5	1.2	1	-3

Complete entries from above. Values in the order: Shn3 inh set2, Peg3 prom inh, Cardio protect, NR2E3 ag-1, MITF TRPM1 inh, HIF-2a inh, PDI turbidity, HTR2A ag, iPSC survival up, NR2E3 ag-2, CaV13 FRET inh
`Cc1cc(C)n(C(=O)C(C)n2nc([N+](=O)[O-])c(Br)c2C)n1` (stereo not given) is listed as -4, 3, 12, -2, 11, 9, 3, -3, 1.0, -11, -5
`COc1ccc(C(=O)NC(=S)Nc2ccc3[nH]c(=O)[nH]c3c2)cc1Br` is listed as 12, 3, 3, ·, ·, -1, -6, 2, 1.4, -4, -7
`CCN1C(=O)C(CC(=O)Nc2ccc(F)cc2)N(CCc2ccc(OC)cc2)C1=S` (stereo not given) is listed as 10, 8, 1, 2, 10, 4, -1, 0, -1.1, -1, -12
`c1ccc(SSc2ccccc2)cc1` is listed as -14, 3, 14, 0, 4, 9, 4, 1, -1.8, -3, -5
`CC(=O)c1c(N2CCOCC2)nc(=S)n(Cc2ccccc2)c1C` is listed as 9, 4, 21, -2, 14, 13, -5, -2, 0.0, -11, -4

Next part:
nr	SMILES	Shn3 inh set2	Peg3 prom inh	Cardio protect	NR2E3 ag-1	MITF TRPM1 inh	HIF-2a inh	PDI turbidity	HTR2A ag	iPSC survival up	NR2E3 ag-2	CaV13 FRET inh
16	CC(=O)NC(c1ccccc1)c1nc(-c2cccc(C(C)C)c2)cs1 (stereo not given)	10	4	-5	·	·	-1	0	1	-1.3	-34	-6
17	COc1ccc(C(C)(O)c2nc(-c3ccc4ccccc4c3)cs2)cc1 (stereo not given)	-14	-47	-9	·	·	-77	6	1	-0.6	-28	-11
18	COc1cc(CCC(N)c2cccc(O)c2)cc(OC)c1OC (stereo not given)	-8	8	-3	·	1	13	8	2	-0.3	-11	-6
19	CC(=O)Nc1ccc(S(=O)(=O)Oc2ccc(/C=C3\SC(N)=NC3=O)cc2)cc1	0	-4	-1	1	-9	2	-1	-3	2.0	-3	-5
20	CCN(CC)c1ccc(/C=C/C(=O)c2cccnc2)cc1	16	10	0	2	-7	23	9	1	0.8	15	-5
21	COC(=O)c1ccccc1NC(=O)CN1CCN(C(=O)c2ccco2)CC1	5	17	-2	1	6	21	3	3	-1.8	-23	-4
22	COc1ccccc1/C=C/C(=O)N1CCCC1	-5	-47	0	1	-4	-34	-4	-1	-0.5	-5	-3
23	CSc1ccc(Cl)c(C(=O)Nc2ccc(OCC(N)=O)cc2)c1	-33	8	10	2	-27	-19	-2	2	-0.5	9	-4
24	Cc1[nH]n(-c2ccccc2)c(=O)c1C=Nc1cccc(F)c1	5	0	4	-1	11	3	3	-1	-0.2	-6	-5
25	COc1ccc(C/C(C)=N/NC(=O)c2ccc(C)cc2C)cc1	8	7	0	2	-8	12	23	4	0.5	-25	10
26	CCCc1cc(=O)n2nc(N3CCC(C(=O)NCc4ccco4)CC3)sc2n1	10	5	0	-1	-20	-3	-5	2	0.3	-26	-4
27	Nc1cc2c(cc1O)CCCC2	-13	-35	-8	6	30	-62	4	-1	-0.1	-34	-5
28	Cc1ccc(C)c2[nH]c(=O)c(CCNC(=O)c3ccc(S(=O)(=O)N4CCOCC4)cc3)cc12	18	16	5	1	-1	23	-2	6	-0.6	-17	·
29	CC1(c2ccccc2)NC(=O)N(CC(=O)N2CCN(S(=O)(=O)c3cccc([N+](=O)[O-])c3)CC2)C1=O (stereo not given)	-15	-4	-3	2	7	1	-5	-1	1.2	-24	-6
30	Cc1ccsc1/C=C(\CC(=O)O)c1nc2ccccc2o1	-33	-17	-2	-2	9	-42	2	12	-0.3	-9	-3
31	COc1ccc(S(=O)(=O)N2CCN(C(=O)c3ccco3)CC2)cc1OC	15	17	4	0	-3	16	1	4	-0.1	5	-10
32	C[C@@H]1CN([C@H](C)CO)C(=O)CCCn2cc(nn2)CO[C@H]1CN(C)C(=O)c1ccc2ccn(C)c2c1	14	-13	4	·	·	-3	·	2	-0.8	-1	-7
33	COc1ccccc1N1CCN(S(C)(=O)=O)CC1	7	3	-4	-1	-9	12	-7	5	1.6	-16	-9
34	N#CCCCc1cn(-c2nc3ccccc3s2)nn1	·	·	·	·	·	-241	·	2	0.4	-71	-9
35	OCCC1CN(Cc2cccn2-c2nccs2)CCN1Cc1ccc(F)c(F)c1 (stereo not given)	-5	10	-3	4	0	8	0	-2	-0.6	-20	-3
36	COc1ccccc1-c1cnc(C(O)c2cc(C)c(OC)c(C)c2)[nH]1 (stereo not given)	19	28	-4	·	·	11	2	-2	-1.3	-9	-10
37	CCOC(=O)c1oc2cccc(OC(C)=O)c2c1C	-83	-246	5	0	-71	-189	5	1	-1.8	-54	·
38	N#CCCn1cc(C(=O)CN2C(=O)NC3(CCc4ccccc43)C2=O)c2ccccc21 (stereo not given)	-4	7	6	·	·	-2	-6	-2	-1.3	-3	-18
39	COc1ccc(NS(=O)(=O)c2cc(NC(=O)CC3CCCC3)ccc2N2CCOCC2)cc1	3	29	6	-4	-5	10	6	-2	0.1	2	-2
40	Cc1cc(Cl)nc(Cl)c1C(=O)NCc1ccc(Cl)cc1	-1	9	4	-2	-6	12	4	-9	1.9	-8	-16
41	COc1ccc(S(=O)(=O)N(CC(=O)NCC2CCCO2)Cc2ccccc2)cc1 (stereo not given)	15	17	-4	2	9	5	-3	-2	-0.8	-7	-3
42	CCOP(=O)(OCC)C(NC(=O)c1cc([N+](=O)[O-])cc([N+](=O)[O-])c1)C(F)(F)F (stereo not given)	-2	6	-8	3	-3	10	-3	4	-0.8	-3	-18
43	NC1=NC(=O)/C(=C\C=C\c2ccccc2)S1	-15	-168	-6	-4	-39	-122	8	-7	0.4	-36	-5
44	CCC1(CC)NC(=O)N(CC(=O)OC(C)C(=O)Nc2ccc(Cl)cn2)C1=O (stereo not given)	-23	-13	0	2	0	-18	-1	2	-0.3	-13	-6
45	Cc1ccc(C)c(NC(=O)C(Sc2nc3ccc(C)cc3[nH]2)c2ccccc2)c1 (stereo not given)	34	19	-3	3	4	24	10	5	1.8	-9	-5

Entries by screen from above.
Compounds 35 to 45 in HIF-2a inh, in turn: 8, 11, -189, -2, 10, 12, 5, 10, -122, -18, 24

Carrying on:
nr	SMILES	Shn3 inh set2	Peg3 prom inh	Cardio protect	NR2E3 ag-1	MITF TRPM1 inh	HIF-2a inh	PDI turbidity	HTR2A ag	iPSC survival up	NR2E3 ag-2	CaV13 FRET inh
46	Cc1ccc(S(=O)c2ccc(NC(=O)C3CC3)cc2C#N)cc1 (stereo not given)	39	8	-17	1	23	8	14	0	0.5	19	-6
47	CCN1CCN(c2cc(C)c3cc(NC(=O)Cc4ccc(OC)c(OC)c4)ccc3n2)CC1	11	10	15	0	2	17	-19	-6	-1.0	1	-6
48	O=C(C1CCC1)N1CCc2cc(S(=O)(=O)NCc3cccnc3)ccc21	24	16	-8	0	-1	4	-10	-4	-4.4	10	·
49	Cc1cccc2c1-c1sc(C(=O)NCCCN3CCC(C)CC3)cc1CO2	-13	75*	-2	3	2	-20	16	-13	-0.7	-6	-2
